High-throughput results from PubChem BioAssay.
KCNQ1 act: potentiators or activators of KCNQ1 channel, primary screen, cell-based, thallium flux, high-throughput | Potassium voltage-gated channel subfamily KQT member 1 (Homo sapiens), P51787 | CHO-K1 KCNQ1, thallium flux FluxOR fluorescence; hits give high values | B-score at 10 µM | hit rate 0.35% among 310,000 | AID 2648, 2010;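 active = fluorescence ratio B-score, a plate-corrected score, at least three library SD, with initial intensity B-score within 5 SD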
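assay system = KCNQ1-transfected CHO-K1 cells | medium = assay buffer with matched DMSO | probe or stimulus = depolarizing K+/Tl+ stimulus, K2SO4 and Tl2SO4 each 12.5 mM in 5x stock | dosing = single dose | incubation = dye 90 min, compound 20 min, room temperature | detection = kinetic FluxOR fluorescence, 10 s baseline plus 110 s post-stimulus | evaluation = ratio B score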
hERG rescue: hERG rescue from dofetilide block, primary screen, cell-based, CHO-hERG, FluxOR thallium flux, dofetilide IC70; Voltage-gated inwardly rectifying potassium channel KCNH2 (Homo sapiens), Q12809; dofetilide IC70 present; activation (rescue from dofetilide block), less the hit threshold, % at 10 µM; hit rate 0.51% among 310,000; AID 1511, 2009;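 active = activation above the mean of controls blocked by dofetilide plus 5 SD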;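 note: thallium influx through hERG after potassium depolarization seen as dye fluorescence rise; in these data hits start at about 4.7%; inactives centre near -7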
KCNK3 block: human KCNK3 channel inhibitors, primary screen, CHO cells, FluxOR thallium flux, B-score; AID 602410, 2012; B-score at 10 µM; hit rate 0.84% among 340,000; Potassium channel subfamily K member 3 (Homo sapiens), O14649; FluxOR fluorescence; hits give low values;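 active = B-score under library mean minus 4 SD, starting fluorescence ratio at most library mean plus 5 SD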;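 note: more negative B-score means stronger inhibition of thallium flux through KCNK3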
KCNK9 inh: KCNK9 potassium channel inhibitors, primary screen, HEK293 cells, thallium flux | Potassium channel subfamily K member 9 (Homo sapiens), Q9NPC2 | FluxOR thallium flux fluorescence; hits give low values | B-score at 10 µM | hit rate 1.2% among 310,000;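 active = ratio B-score over 3 SD below the library mean, with starting fluorescence within 5 SD of its mean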;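 note: negative B-score means less thallium flux so channel inhibition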
ANO1 activ: TMEM16A chloride channel activators or potentiators, primary screen, cell-based, HTS; hit rate 0.3% among 340,000; HEK293 TMEM16A/YFP-H148Q/I152L, iodide quench fluorescence; hits give low values; Anoctamin-1 (Mus musculus), Q8BHY3; AID 623877, 2012; B-score at 10 µM;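 active = fluorescence-ratio B-score plate-corrected deviation score at least 3 library SD below zero, with starting fluorescence score within 5 deviations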;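 note: channel opened by trigger with iodide after compound preincubation; score built on the fluorescence ratio of max minus min over baseline; more negative score means more quench and so TMEM16A activation or potentiation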
Target sequence (Q8BHY3 whole entry, looked up): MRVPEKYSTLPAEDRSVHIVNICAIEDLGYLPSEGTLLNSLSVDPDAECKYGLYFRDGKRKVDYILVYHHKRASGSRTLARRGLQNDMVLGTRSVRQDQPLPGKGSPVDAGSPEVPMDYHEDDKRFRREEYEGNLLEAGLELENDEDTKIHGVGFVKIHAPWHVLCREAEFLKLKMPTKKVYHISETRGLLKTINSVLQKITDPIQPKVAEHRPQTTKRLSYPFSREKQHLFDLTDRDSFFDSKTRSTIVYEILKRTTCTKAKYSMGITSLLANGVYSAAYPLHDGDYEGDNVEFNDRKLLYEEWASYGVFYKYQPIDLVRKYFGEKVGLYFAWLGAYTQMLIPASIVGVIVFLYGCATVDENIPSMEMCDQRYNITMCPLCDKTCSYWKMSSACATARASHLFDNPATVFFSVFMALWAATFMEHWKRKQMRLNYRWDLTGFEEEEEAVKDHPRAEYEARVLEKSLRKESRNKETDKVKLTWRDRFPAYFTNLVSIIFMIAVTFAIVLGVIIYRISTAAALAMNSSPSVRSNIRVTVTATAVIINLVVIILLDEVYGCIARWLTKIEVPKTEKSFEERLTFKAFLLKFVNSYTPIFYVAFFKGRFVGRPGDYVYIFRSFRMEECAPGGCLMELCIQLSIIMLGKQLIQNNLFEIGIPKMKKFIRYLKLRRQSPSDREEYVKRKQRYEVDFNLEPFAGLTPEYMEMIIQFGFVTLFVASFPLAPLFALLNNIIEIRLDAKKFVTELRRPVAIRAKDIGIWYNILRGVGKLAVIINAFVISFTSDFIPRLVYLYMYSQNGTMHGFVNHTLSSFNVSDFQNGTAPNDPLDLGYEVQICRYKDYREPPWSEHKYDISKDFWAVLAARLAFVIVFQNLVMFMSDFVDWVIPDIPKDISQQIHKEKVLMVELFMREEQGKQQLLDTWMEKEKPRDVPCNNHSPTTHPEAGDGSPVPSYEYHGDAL
MrgX1 PAM: positive allosteric modulators of MrgX1, primary screen, HEK293 cells, Fluo-4 calcium flux | Mas-related G-protein coupled receptor member X1 (Homo sapiens), Q96LB2 | FDSS; hits give high values | hit rate 0.63% among 310,000 | B-score at 10 µM;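 active = plate-corrected calcium response at least 3 library SD above typical, normal starting fluorescence, not activating the receptor alone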;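 note: compound read alongside a low EC10 to EC30 dose of BAM8-22 agonist; peak minus trough fluorescence over baseline measured at the second addition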
RGS4 block: RGS4 inhibitors, primary screen, cell-based, HEK293 M3R inducible RGS4, calcium flux; Regulator of G-protein signaling 4 (Homo sapiens), P49798; Fluo-4 calcium flux; hits give high values; triggered by carbachol at its EC20; B-score at 10 µM; hit rate 0.45% among 310,000;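 active = B-score, a plate-corrected calcium signal, over three deviations above library mean, with baseline fluorescence within five deviations of library mean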;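 note: RGS4 expression induced by doxycycline in cells with stable M3 receptor; B-score is computed from the integrated fluorescence ratio over baseline after carbachol; higher B-score means a larger calcium signal and so more RGS4 inhibition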
ANO1 block: TMEM16A chloride channel inhibitors, primary screen, cell-based, HTS | AID 588511, 2011 | hit rate 1.2% among 310,000 | Anoctamin-1 (Mus musculus), Q8BHY3 | HEK293 TMEM16A/YFP iodide influx fluorescence, ionomycin | normalized B-score (activity score, 25-100; higher = stronger inhibition) at 10 µM;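 active = ratio plate-corrected score three or more library SD toward inhibition, starting fluorescence score within five deviations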;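 note: score derived from kinetic fluorescence span divided by baseline fluorescence per well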
RGS4 pot: RGS4 potentiators or activators, primary screen, cell-based, HEK293 M3R inducible RGS4, calcium flux; carbachol calcium flux Fluo4; hits give low values; B-score at 10 µM; hit rate 0.92% among 310,000;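 active = B-score of the integrated calcium signal more than 4 SD below the library mean, with starting fluorescence not abnormally high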;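 note: negative B-score means reduced calcium response which marks RGS4 activation or potentiation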
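Assay system: Inducible-RGS4 HEK293 cells carrying M3 receptor | Schedule: Compound preincubation 20 min at room temperature before agonist | Signal: Kinetic calcium fluorescence imaging with Fluo4-AM dye, 2 µM | Read-out basis: B score from integrated fluorescence ratio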
MrgX1 agonist: agonists of human MrgX1 receptor, primary screen, HEK293 cells, Fluo-4 calcium flux. hit rate 0.44% among 310,000. B-score at 10 µM. Mas-related G-protein coupled receptor member X1 (Homo sapiens), Q96LB2. AID 588627, 2011. Fluo-4 calcium fluorescence, agonist mode; hits give high values;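 active = calcium response B-score plate-corrected fluorescence ratio at least 3 library SD, with starting fluorescence B-score inside 5 SD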
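Assay system: MrgX1-expressing HEK293 cells / Amount: fifteen thousand cells per well / Doses: test compound in the initial addition of three / Timing: cells plated overnight, dye loaded 0.5 h 37 °C, 0.5 h room temperature / Technique: kinetic calcium dye fluorescence, Fluo-4 NW / Control set: positive and negative controls per plate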
KCNQ1 inh: inhibitors of human KCNQ1 channel, primary screen, cell-based, thallium flux, high-throughput. Potassium voltage-gated channel subfamily KQT member 1 (Homo sapiens), P51787. CHO-K1 KCNQ1, FluxOR thallium flux fluorescence; hits give high values. B-score at 10 µM. hit rate 1.3% among 310,000. AID 2642, 2010;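 active = compounds whose thallium flux B-score, printed positive for inhibition, exceeds three library SD while starting fluorescence stays within three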;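 note: channel opened by potassium depolarization with thallium stimulus after 20 min compound exposure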
* hit, by the source's call; i = inactive; / = not tested or not shown.

Short forms: A = KCNQ1 act; B = hERG rescue; C = KCNK3 block; D = KCNK9 inh; E = ANO1 activ; F = MrgX1 PAM; G = RGS4 block; H = ANO1 block; I = RGS4 pot; J = MrgX1 agonist; K = KCNQ1 inh
Compound: CCc1nc(N[C@@H](Cc2c[nH]c3ccccc23)C(=O)O)c2oc3ccccc3c2n1
  A = i	B = -8	C = i	D = i	E = i	F = i	G = i	H = i	I = i	J = i	K = i

Compound: CCCCOc1ccc(N2CC(C(=O)NCCc3ccc(OC)c(OC)c3)CC2=O)cc1 (centres undefined)
  A = i	B = -3	C = i	D = i	E = i	F = i	G = i	H = i	I = i	J = i	K = i

Compound: CCOC(=O)C(C(=O)OCC)C(C[N+](=O)[O-])c1ccccc1 (centres undefined)
  A = i	B = -8	C = i	D = i	E = i	F = i	G = i	H = i	I = i	J = i	K = i

Compound: N#CNC(=Nc1cccc(F)c1)SCc1ccccc1
  A = i	B = -10	C = i	D = i	E = i	F = i	G = i	H = i	I = i	J = i	K = i

Compound: CC(CC(=O)NNC(=O)c1ccncc1)c1ccccc1 (centres undefined)
  A = i	B = -6	C = i	D = i	E = i	F = i	G = i	H = i	I = i	J = i	K = i

Compound: Cc1cc(=O)[nH]c(SCc2nnc(-c3ccccc3)o2)n1
  A = i	B = -5	C = i	D = i	E = i	F = i	G = i	H = i	I = i	J = i	K = i

Compound: COc1ccc(CCNC(=O)Cc2cc(OCc3ccccc3)c(OC)cc2[N+](=O)[O-])cc1OC
  A = i	B = -8	C = i	D = i	E = i	F = i	G = i	H = i	I = i	J = i	K = i

Compound: CC(=O)Nc1ccc(S(=O)(=O)Nc2cccc(-n3cnnn3)c2)cc1
  A = i	B = -9	C = i	D = i	E = i	F = i	G = i	H = i	I = i	J = i	K = i

Compound: COCCn1c(SCC(=O)N2CCCc3ccccc32)nc2cccnc21
  A = i	B = -9	C = i	D = i	E = i	F = i	G = i	H = i	I = i	J = i	K = i

Compound: O=C(O)Cc1ccc(C(=O)CSc2ccccc2)s1
  A = i	B = 1	C = i	D = i	E = i	F = i	G = i	H = i	I = i	J = i	K = i

Profiles, quoted from the list. Order of screens: KCNQ1 act	hERG rescue	KCNK3 block	KCNK9 inh	ANO1 activ	MrgX1 PAM	RGS4 block	ANO1 block	RGS4 pot	MrgX1 agonist	KCNQ1 inh
`O=C(O)Cc1ccc(C(=O)CSc2ccccc2)s1` is entered as i	1	i	i	i	i	i	i	i	i	i
`Cc1cc(=O)[nH]c(SCc2nnc(-c3ccccc3)o2)n1` is entered as i	-5	i	i	i	i	i	i	i	i	i
`CCc1nc(N[C@@H](Cc2c[nH]c3ccccc23)C(=O)O)c2oc3ccccc3c2n1` is entered as i	-8	i	i	i	i	i	i	i	i	i
`CC(CC(=O)NNC(=O)c1ccncc1)c1ccccc1` (centres undefined) is entered as i	-6	i	i	i	i	i	i	i	i	i
`CCOC(=O)C(C(=O)OCC)C(C[N+](=O)[O-])c1ccccc1` (centres undefined) is entered as i	-8	i	i	i	i	i	i	i	i	i

The listing picks up, starting 2 compounds before the break.
Short forms: A = KCNQ1 act; B = hERG rescue; C = KCNK3 block; D = KCNK9 inh; E = ANO1 activ; F = MrgX1 PAM; G = RGS4 block; H = ANO1 block; I = RGS4 pot; J = MrgX1 agonist; K = KCNQ1 inh
Compound: COCCn1c(SCC(=O)N2CCCc3ccccc32)nc2cccnc21
  A = i	B = -9	C = i	D = i	E = i	F = i	G = i	H = i	I = i	J = i	K = i

Compound: O=C(O)Cc1ccc(C(=O)CSc2ccccc2)s1
  A = i	B = 1	C = i	D = i	E = i	F = i	G = i	H = i	I = i	J = i	K = i

Compound: COc1ccccc1/C=C/CN1CCC(Oc2ccc(C(=O)N3CCCCC3)cc2)CC1
  A = i	B = -11	C = i	D = i	E = i	F = i	G = i	H = i	I = i	J = i	K = i

Compound: CCc1nn(CC(=O)NCCN2CCOCC2)c(=O)c2cc3c(OC)cccc3n12
  A = i	B = -4	C = i	D = i	E = i	F = i	G = i	H = i	I = i	J = i	K = i

Compound: CCCN1C(=O)C(Cc2nc3ccccc3c(=O)n2-c2ccccc2)c2ccccc21 (centres undefined)
  A = i	B = -12	C = i	D = i	E = i	F = i	G = i	H = i	I = i	J = i	K = i

Compound: CCOC(=O)COn1c(=O)c(-c2ccco2)[n+]([O-])c2ccccc21
  A = i	B = -5	C = i	D = i	E = i	F = i	G = i	H = i	I = i	J = i	K = i

Compound: COc1ccc2[nH]cc(C(=O)C(=O)N3CCCCC3)c2c1
  A = i	B = -2	C = i	D = i	E = i	F = i	G = i	H = i	I = i	J = i	K = i

Compound: O=C(NCc1cccc(F)c1)C1CCC(=O)N(CCc2cccc(F)c2)C1 (centres undefined)
  A = i	B = -2	C = i	D = i	E = i	F = i	G = i	H = i	I = i	J = i	K = i

Compound: COc1cc(C(=O)N2CCN(C)C(C)C2)ccc1OC1CCN(C(C)=O)CC1 (centres undefined)
  A = i	B = -4	C = i	D = i	E = i	F = i	G = i	H = i	I = i	J = i	K = i

Compound: Cc1ccc(N2CC(O)Cn3c2nc2c3c(=O)n(C)c(=O)n2C)cc1 (centres undefined)
  A = i	B = -4	C = i	D = i	E = i	F = i	G = i	H = i	I = i	J = i	K = i

Compound: CC(=O)c1ccc(N2CCN(C(=O)Nc3ccc(F)cc3)CC2)cc1
  A = i	B = -6	C = i	D = i	E = i	F = i	G = i	H = i	I = i	J = i	K = i

Compound: Cc1ccc(C(=O)/C=C/Nc2cccc([N+](=O)[O-])c2)o1
  A = i	B = -9	C = i	D = i	E = i	F = i	G = i	H = i	I = i	J = i	K = i

Individual results from above:
`CCOC(=O)COn1c(=O)c(-c2ccco2)[n+]([O-])c2ccccc21` in hERG rescue reads -5
`CCCN1C(=O)C(Cc2nc3ccccc3c(=O)n2-c2ccccc2)c2ccccc21` (centres undefined) in hERG rescue reads -12
`CC(=O)c1ccc(N2CCN(C(=O)Nc3ccc(F)cc3)CC2)cc1` in hERG rescue reads -6
`COc1ccccc1/C=C/CN1CCC(Oc2ccc(C(=O)N3CCCCC3)cc2)CC1` in hERG rescue reads -11

Other records.
Short forms: A = KCNQ1 act; B = hERG rescue; C = KCNK3 block; D = KCNK9 inh; E = ANO1 activ; F = MrgX1 PAM; G = RGS4 block; H = ANO1 block; I = RGS4 pot; J = MrgX1 agonist; K = KCNQ1 inh
Compound: Cc1nn(-c2ccc(F)cc2F)c2c1-c1nc(N3CCCC3)ncc1CC2
  A = i	B = -13	C = i	D = i	E = i	F = i	G = i	H = i	I = i	J = i	K = i

Compound: Cc1ccc(S(=O)(=O)Cn2nnnc2C(CC(C)C)N2CCN(C3CCCC3)CC2)cc1 (centres undefined)
  A = i	B = -4	C = i	D = i	E = i	F = i	G = i	H = i	I = i	J = i	K = i

Compound: Cc1onc(CO)c1C(=O)Nc1nccs1
  A = i	B = -6	C = i	D = i	E = i	F = i	G = i	H = i	I = i	J = i	K = i

Compound: Cc1c(/C=N/NC(=O)c2cccnc2)c2ccccn2c1C(=O)c1ccc(F)cc1
  A = i	B = -9	C = /	D = i	E = /	F = i	G = i	H = i	I = i	J = i	K = i

Compound: CCCOc1cccc(C2C(C(=O)c3ccco3)=C(O)C(=O)N2CCCn2ccnc2)c1 (centres undefined)
  A = i	B = -8	C = i	D = i	E = i	F = i	G = i	H = i	I = i	J = i	K = i
